# Assay outcomes as filed in PubChem BioAssay.
# RGS4 inhibitor – inhibitors of human regulator of G protein signaling 4; hit rate 0.039% among 390,000; AID 504845; Potency, µM (highest dose often 114 µM), without a hit: top-dose activity change, negative = inhibition, usual class: inhibitors; P49798; Transcreener GDP fluorescence polarization, RGS4-accelerated GTP hydrolysis; note: % is set by controls: 0 for no effect and ±100 for the full control effect; nearly all actives have a fitted effect of over 75% in size; some results filed as inactive show a strong effect at the top dose
#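 MLSMR compounds (23 nl, pin-transferred) preincubated 10 min at room temperature with a 500nM (2x) first reagent, then RGS4 at 900nM (2x) plus Transcreener GDP mix added; fluorescence polarization (620/688 nm) read before and after 90 min at 30 °C.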
# rTrxR1 inhibitor – blocks rat thioredoxin reductase 1; O89049; hit rate 1% among 390,000; Potency, µM (highest dose often 114 µM), for the others: at the highest dose activity change, negative = inhibition, actives largely listed as inhibitors; recombinant rTrxR1, NADPH fluorescence consumption, selenite substrate; AID 588453; note: % is set by controls: 0 for no effect and ±100 for the full control effect; nearly all actives have a fitted effect of over 65% in size
# Target sequence (O89049 whole entry, looked up): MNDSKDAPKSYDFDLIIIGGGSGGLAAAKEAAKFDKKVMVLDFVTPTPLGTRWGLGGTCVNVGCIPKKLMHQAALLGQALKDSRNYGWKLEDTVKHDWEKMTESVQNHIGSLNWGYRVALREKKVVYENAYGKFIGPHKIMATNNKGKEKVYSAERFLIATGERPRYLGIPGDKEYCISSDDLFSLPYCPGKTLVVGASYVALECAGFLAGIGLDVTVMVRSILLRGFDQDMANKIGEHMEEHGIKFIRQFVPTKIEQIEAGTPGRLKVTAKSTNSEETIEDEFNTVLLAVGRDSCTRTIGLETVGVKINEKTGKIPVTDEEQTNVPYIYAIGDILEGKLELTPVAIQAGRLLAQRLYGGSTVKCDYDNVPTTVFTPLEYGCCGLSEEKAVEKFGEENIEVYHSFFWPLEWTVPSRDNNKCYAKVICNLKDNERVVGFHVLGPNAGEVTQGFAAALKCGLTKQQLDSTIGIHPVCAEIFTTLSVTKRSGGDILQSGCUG
#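 Rat TrxR1 (90 nM in the dispensed reagent) was pre-reduced with 400 uM NADPH for 5 min at room temperature, then incubated with compound for 15 min. After 400 uM selenite was added, NADPH fluorescence (Ex 340/Em 450 nm) was followed for 8 min.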
# Pin1 inh – blocks the human prolyl isomerase Pin1; Pin1 FP peptide displacement, HiFluor488, 10 min; Potency, µM (series often up to 115 µM), for the others: at the highest dose activity, negative = inhibition, usual class: inhibitors; hit rate 0.009% among 390,000; AID 504891; active = well fitted inhibition curve with a large enough effect in the polarisation, with a control signal flat, not every such curve was filed as active; inconclusive = small, poorly fitted or top-dose-only effect, or effect the other way, or a change in a side signal; inactive = no such curve, though single readings can be large or run the other way; the % refers to the polarisation; note: % is set by controls: 0 for no effect and ±100 for the full control effect
# HP1b binding inh – blocks HP1-beta chromodomain binding to methylated histone tails | hit rate 0.56% among 390,000 | Potency, µM (titrated, usually from 114 µM), without a hit: at the highest dose activity change, negative = inhibition, most hits filed as inhibitors | AlphaScreen HP1-beta / biotin-H3K9me3 peptide binding | P83916; note: nearly all actives have a fitted effect of over 70% in size; inactives centre near 23
#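 HP1-beta protein (50 nM final) preincubated 30 min at room temperature with biotinylated H3(1-18)K9me3 peptide (50 nM) in PBS pH 7.4, 0.01% Tween-20, then compound added for 30 min. AlphaScreen streptavidin donor/nickel chelate acceptor beads (10 ug/mL final), 30 min dark, luminescence read.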
# PGK inhibitor – T. brucei PGK inhibition; P07378; PGK/GAPDH coupled, Kinase-Glo luminescence, 60 min; Potency, µM (highest dose often 57.5 µM), inactives show top-dose activity change, negative = inhibition, most hits filed as inhibitors; hit rate 0.043% among 380,000; AID 602233; note: % is set by controls: 0 for no effect and ±100 for the full control effect; nearly all actives have a fitted effect of over 60% in size
#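 Luminescent ATP detection (Kinase-Glo Plus) follows a 60-minute room-temperature incubation, with wells lacking PGK as controls. Buffer: 100 mM TEA (pH 7.6), 5 mM MgCl2, 0.01% Tween-20. Coupling enzyme GAPDH (100 nM final) supplies unstable 1,3-BPG in-well.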
# JMJD2A Tudor inh – JMJD2A Tudor domain (human) inhibition; O75164; hit rate 4.4% among 390,000; AlphaScreen JMJD2A-Tudor / H3K4me3 peptide binding; Potency, µM (top dose mostly 114 µM), inactives show at the top dose activity change, negative = inhibition, actives largely listed as inhibitors; note: % is set by controls: 0 for no effect and ±100 for the full control effect; nearly all actives have a fitted effect of over 50% in size
# ERG Ets-DNA blk – blocks human ERG Ets domain binding to DNA; P11308; hit rate 0.028% among 370,000; Potency, µM (series often up to 76.9 µM), inactives show at the top dose FP activity, negative = inhibition, hits mostly inhibitors; AID 624246; fluorescence polarization, His-ERG Ets domain / labelled DNA; active = well fitted inhibition curve with a large enough effect in the polarisation, with a control signal flat; inconclusive = small, poorly fitted or top-dose-only effect, or effect the other way, or a change in a side signal; inactive = no such curve, though single readings can be large or run the other way; the % refers to the polarisation;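 note: polarization taken with two DNA probes labelled with fluorescein and Texas red; % of control where 0% means no effect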
# Target sequence (P11308 whole entry, looked up, the tested form may be a part): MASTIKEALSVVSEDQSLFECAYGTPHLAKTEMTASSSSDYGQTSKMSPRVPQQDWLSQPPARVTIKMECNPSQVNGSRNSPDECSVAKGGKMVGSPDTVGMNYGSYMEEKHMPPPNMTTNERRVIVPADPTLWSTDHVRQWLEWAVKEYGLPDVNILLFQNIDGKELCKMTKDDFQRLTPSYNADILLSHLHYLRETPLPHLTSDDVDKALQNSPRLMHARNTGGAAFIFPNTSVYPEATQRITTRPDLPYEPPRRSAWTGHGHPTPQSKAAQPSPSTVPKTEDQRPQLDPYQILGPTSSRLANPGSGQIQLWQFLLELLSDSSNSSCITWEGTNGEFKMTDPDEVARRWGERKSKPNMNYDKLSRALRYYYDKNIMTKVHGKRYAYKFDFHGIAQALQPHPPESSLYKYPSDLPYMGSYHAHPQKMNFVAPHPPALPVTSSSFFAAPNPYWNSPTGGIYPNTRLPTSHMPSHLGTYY
#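 His-tagged ERG Ets domain (1 uM in the protein solution; 300mM KCl, 50mM Tris-HCl, 1mM EDTA, 1mM DTT, pH 7.5) received compound, then a probe mix of 5 nM fluorescein-DNA and 100nM Texas-615-DNA. Fluorescence polarization was read for both dyes.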
# GLS inh – inhibitors of human glutaminase (GLS). Potency, µM (titrated, usually from 45.5 µM), for inactives: at the highest dose activity change, negative = inhibition, actives largely listed as inhibitors. GLS enzymatic activity, qHTS titration. hit rate 0.21% among 410,000. O94925; note: % is set by controls: 0 for no effect and ±100 for the full control effect
#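 Compounds were pin-transferred onto hKGA, after which L-glutamine (1 mM solution) and a detection mix of glutamate oxidase, HRP and Amplex Red were added. Initial and 30 min RT fluorescence reads were collected.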
# ALOX12 inh – inhibitors of human 12S-lipoxygenase ALOX12. hit rate 1.1% among 580,000. P18054. AID 1671190. Potency, µM (series often up to 108 µM), inactives show at the highest dose activity change, negative = inhibition, actives largely listed as inhibitors. purified 12hLO, xylenol orange hydroperoxide absorbance; note: % is set by controls: 0 for no effect and ±100 for the full control effect
#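 Purified human 12hLO (150 nM final) in 25 mM Hepes, 0.01% Triton X-100, pH 7.0 was preincubated 15 min at room temperature with compound. Then 40 uM arachidonic acid was added, 30 min. Hydroperoxide was read by Fe-XO absorbance ratio 573/405 nm.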
# Starred values were filed as active, the others as inactive; i = inactive; ? = inconclusive; . = no result given; & = joins results of further samples; [ ] = another dose, or the depositor's remark. Unless noted, calls come from the whole dose curve; as a rule, active = well fitted curve in the direction sought with a large enough effect; inconclusive = small, poorly fitted or top-dose-only effect, or another doubt; inactive = no such curve, though single readings can be large; an effect the other way counts as inactive or inconclusive. Potency is the fitted concentration of half-maximal effect. This is a subset; count on the stated rates, not on these rows.
mol | RGS4 inhibitor | rTrxR1 inhibitor | Pin1 inh | HP1b binding inh | PGK inhibitor | JMJD2A Tudor inh | ERG Ets-DNA blk | GLS inh | ALOX12 inh
NNC(=O)C1c2ccccc2Oc2ccccc21 | -8% | 19% | -1% | 42%[activator] | . | 1% | 11% | 19% | 6%
CSc1nc2ccc(NC(=O)c3nn(C(C)C)c(=O)c4ccccc34)cc2s1 | 1% | 12% | 22% | 21% | -9% | -5% | 11% | 8% | 19%&-7%
CCOC(=O)C(=O)N(Nc1ccccc1C)c1ccccc1C | -21% | 13% | 3% | 70%[activator] | . | 1% | 9% | 17% | -18%
O=C(CCc1nnc(-c2ccccc2)o1)NCc1c(F)cccc1F | 22% | 9% | 5% | 27% | 9% | -6% | 2% | -1% | -1%
O=c1onc(-c2ccc(Cl)cc2)n1Cc1ccc(F)cc1 | 24% | 2% | -7% | 55% | 0% | 22% | 4% | 6% | 14%
COC(=O)c1sccc1NC(=O)Cc1ccc(Br)cc1 | 16% | -2% | 5% | 174%[activator] | -2% | 107%[activator] | -7% | 0% | -1%
CCOC(=O)C1CCN(C(=O)c2ccc(NC(=O)C3CCCO3)cc2)CC1 (stereo unspecified) | 6% | 10% | -11% | 33% | 6% | -5% | 0% | 3% | 0%
COC(=O)c1c(NC(=O)Nc2ccc(Cl)cc2)sc(C)c1C | -1%&-29% | 24%&6% | -4%&6% | 14%&27% | -8%&-6% | -13%&15% | 5%&7% | 1%&-2% | 4%&43%
O=C1CN(C(=O)c2c(F)cccc2F)C(c2ccccc2)c2cc(Br)ccc2N1 (stereo unspecified) | 12% | 15% | -2% | 2% | 1% | -29% | 12% | 2% | -30%
CCOCc1cnc(C)nc1NCC(=O)c1c(C)[nH]c2ccc(OC)cc12 | -7% | 4% | 4% | 13% | 3% | ? | . | -4% | 13µM*
Cc1ccccc1-c1nc2scc(CCNC(=O)C(=O)Nc3ccc(F)cc3F)n2n1 | -15% | 16%[57.1 µM] | 8% | 18%[57 µM] | -4% | 6% | -7% | 2% | 0%
CCN(C(=O)CSc1nc2ncccc2[nH]1)c1ccc(C(C)C)cc1 | -8% | 9% | -5% | 25% | 0% | -12% | -2% | -4% | -4%
O=C(OCn1nnc2ccccc2c1=O)c1cccc(S(=O)(=O)N2CCOCC2)c1 | 7% | 21% | -5% | 33% | i | -10% | -25% | -4% | 5%
COc1cc(OC)c(C(=O)NCC2CCCO2)cc1OC (stereo unspecified) | -1% | 16% | 1% | 35% | 4% | -9% | -3% | 2% | 40%[activator]
CCC(Sc1n[nH]c(=O)[nH]c1=O)C(=O)OCc1ccccc1 (stereo unspecified) | -7% | 7% | -5% | 28% | i | -10% | 2% | -1% | 6%
CCCCOc1ccccc1Cn1c(=O)oc2ccc(C)cc21 | 16% | 13% | 62%[activator] | 144% | -9% | 95%[activator] | 3% | -19% | 0%
CCCCCn1c(CN2CCN(c3ccc(OC)cc3)CC2)nc2c1c(=O)[nH]c(=O)n2C | -25% | 6% | -7% | 16% | i | ? | 5% | -3% | -34%
CC(=O)c1ccc(NC(=O)CSc2cn(CC(=O)N(C(C)C)C(C)C)c3ccccc23)cc1 | 5% | 15% | 33%[activator] | 19% | 3% | -8% | 0% | 5% | -25%
COC(=O)Nc1ccc(S(=O)(=O)Nc2cc(C(F)(F)F)c[nH]c2=O)cc1 | -5% | 18%[57.1 µM] | -4% | 14% | -7% | -28% | 7% | -3% | ?
COc1ccc(C(=O)N2CCCC(CCC(=O)NCc3ccc(F)c(F)c3)C2)cc1F (stereo unspecified) | -16% | 27%[57.1 µM] | 13% | 58%[activator] | 0% | 5%[11.4 µM] | 8% | -7% | -7%
COc1ccc(-n2ncc3c(N4CCN(Cc5ccccc5)CC4)ncnc32)cc1 | -3% | 48%[activator] | 21% | 25% | i | -22% | 8% | 0% | -5%
CCn1c(C(=O)NCc2ccccc2C)cc2oc3ccccc3c21 | -3% | 45%[activator] | 2% | -4% | . | ? | -4% | 4% | ?
N#CC(Nc1ccccc1)c1ccccc1OCc1ccccc1 (stereo unspecified) | 1% | 8% | 0% | 84%[activator] | -7% | 41%[activator] | 10% | 6% | 0%
O=S1c2ccccc2Nc2ccccc21 | -15% | 12% | -5% | 38% | -4% | -5% | -1% | 26% | -12%
CNC(=O)CC1C(=O)N(Cc2ccccc2)C(=S)N1NC(=O)c1cccc(F)c1 (stereo unspecified) | 27% | -8% | 1% | 26% | -1% | -7% | 7% | -11% | -24%
COc1ccc(Nc2nc3ccccc3c(=O)s2)c(OC)c1 | -33% | -21% | 0% | 48%[activator] | -4% | -5% | 1% | -2% | 121%[activator]
O=C(CCNC(=O)OCc1ccccc1)NC1CCCCCC1 | 7% | 7% | 4% | 43%[activator] | -3% | -17% | -9% | 1% | 14%
Cc1ccc(-n2cc(CNCCCn3ccnc3C)c(-c3ccc(F)cc3)n2)cc1 | 3% | 5%[57.1 µM] | 10% | -15% | 4% | ? | 0% | 5% | -9%
C=CCn1c(C)cc(C(=O)COC(=O)/C=C/c2ccc(OC)cc2)c1C | -20%[56.9 µM] | 24% | -4% | 43%[activator] | -8% | -17% | -14% | -12% | -6%
CCNC(=O)NC1(C(=O)Nc2ccc3c(c2)CCC3)CCCCC1 | 18% | 6% | -4% | 54%[activator] | 4% | 6% | -1% | 5% | -2%
Cc1c(NC(=O)C(C)C)cccc1-c1nc2ncccc2o1 | 1% | 39% | 0% | 58%[activator] | i | -3% | 1% | 2% | -1%
Cc1ccccc1C(=O)Nc1ccc(O)c2c(=O)cc(-c3ccccc3Cl)oc12 | -30%&7% | -10% | 4%&-3% | 47%&26%[activator] | -2% | -15%&-20% | 1% | 20% | -13%
CCOc1ccc(N=Nc2c(C)noc2C)cc1 | 13% | 7% | 3% | 35% | 2% | -12% | -11% | 7% | 4%
O=C(CCc1nc2ccccc2[nH]c1=O)OCc1ccc(S(=O)(=O)N2CCOCC2)cc1 | -2% | 26% | ? | 16% | . | -10% | -6% | 2% | ?
O=C(CSc1nnc(Cn2nnc3ccccc32)o1)Nc1ccc(Cl)cc1 | -1% | 11% | 6% | 12% | 8% | 2% | 2% | 8% | 0%
CCN(CC)S(=O)(=O)c1cc(C)c(C)cc1OCC(=O)NC1CCCC1 | 34% | -10% | 0% | 6% | -3% | -15% | -5% | 0% | -9%
Cc1cc(C)n(C(=O)CCCn2cc([N+](=O)[O-])cn2)n1 | 7% | 5%[57.1 µM] | -1% | 20% | -7% | -7% | 3% | 1% | 11%
CCNc1nc(NC(C)(C)C)nc(N(C#N)CC)n1 | 17% | 9% | -18% | 9% | 7% | -11% | -11% | 0% | 2%
C=CCNC(=O)N1CCC(n2nccc2NC(=O)CCCc2ccccc2)CC1 | 10% | 18% | -10% | 27% | -2% | -17% | 9% | 6% | 21%
CC1=C(C(=O)N2CCN(c3cccc(C)c3C)CC2)C2(CCCCC2)OC1=O | -14% | 33% | -2% | 21% | . | -20% | -9% | 5% | ?
C/C(=N\NC(=O)c1cccc(N/N=C(\C)c2ccco2)c1)c1ccco1 | -29% | -31% | ? | -1% | -10% | ? | 0% | 2% | -17%
COc1cccc(-c2csc(NC3OC(=O)c4c3ccc(OC)c4OC)n2)c1 (stereo unspecified) | -16% | ? | 2% | 3% | 5% | -20% | -2% | 23% | ?
Cc1cc(C)nc(-n2nc(C)c(Oc3ccccc3O)c2C)n1 | -6% | -2% | 7% | 22% | -6% | -13% | -2% | 26% | 6%
COc1cccc(-c2nn(C)c3sc(C(=O)NCc4cc(OC)ccc4OC)cc23)c1 | -22% | 47%[activator] | -2% | 30% | i | -23% | -2% | -2% | -12%
NS(=O)(=O)c1ccc(NC(=O)CN2CCCc3ccccc32)cc1 | -1% | -2% | ? | 9% | -1% | -20% | 14% | -10% | -5%
CCOC(=O)c1cc2sccc2n1CC(=O)N1CCCC1 | 2% | 22% | 5% | 12% | -2%[11.5 µM] | -6% | . | 6% | -10%
Cc1ccc(CC2CC(=O)N(c3nc4ccccc4s3)C2=O)cc1 (stereo unspecified) | -24%[56.9 µM] | 16% | 0% | 32% | 1% | -4% | -5% | 1% | 0%
CC(=O)Nc1cc(C(N)=O)c(Cl)cc1Cl | 4% | -4% | 3% | 26% | 2% | -10% | 1% | 2% | -7%
Cc1ccc(C(=O)NCC(=O)OC(C)C(=O)Nc2ccccc2[N+](=O)[O-])s1 (stereo unspecified) | 13% | 4% | -6% | 29% | -2% | -3% | -7% | 2% | 0%
O=C(O)c1ccccc1CSc1ncccc1C(=O)O | 9% | -3%[57.1 µM] | 4% | 3% | -1% | 20µM* | -11% | 59%[activator] | -19%
CC(=O)OCC1OC(n2ncc(=O)n(Cc3ccccc3)c2=O)C(OC(C)=O)C1OC(C)=O (stereo unspecified) | 15% | 21% | 75%[activator] | 16% | 11% | -10% | 1% | 6% | -12%
O=C(Oc1ccccc1)c1cccc(N2C(=O)CCC2=O)c1 | -11% | 16% | -7% | 30% | 4% | -14% | . | 0% | -29%
COC(=O)c1ccc(Cn2nc(-c3ccc(C)c(C)c3)ccc2=O)cc1 | -4%&-40% | 25%&22% | 22%&47% | -2%&11% | -7%&-12% | -9%&-21% | 5%&0% | -9%&-6% | -13%&0%
Cc1cc(C)c(C)c(OCCOCCN2CCOCC2)c1 | 23% | 24% | 4% | 2% | . | -10% | -2% | 0% | -5%
